Screening results as filed in PubChem BioAssay.
MmCpn inh: Inhibitors of TCP-1 ring complex (TRiC) of Methanococcus maripaludis (MmCpn): qHTS. Chaperonin Mm-Cpn (Methanococcus maripaludis). purified Mm-Cpn ATPase, ADP Transcreener TR-FRET. Potency, µM (highest dose often 76.9 µM), for the others: at the highest dose activity, negative = inhibition, actives largely listed as inhibitors. hit rate 0.031% among 330,000; note: potency is the fitted concentration of half-maximal effect; % is set by controls: 0 for no effect and ±100 for the full control effect; nearly all actives have a fitted effect of over 80% in size
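ATPase turnover read by TR-FRET ADP competition (Eu cryptate antibody/ADP-d2, 665/590 nm): 10uM ATP final, 25nM Mm-CPN final, 30 min 37degC after 10-min compound preincubation, pH 7.4 Tris/KCl/MgCl2/DTT buffer.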
pAkt inh: HTS Assay for Inhibitors of Akt Phophorylation: Primary Screen | Neuro2A IGF-stimulated pAkt S473 HTRF, 20 min; active compounds read low | activity change, % for hits at 50 µM | hit rate 0.32% among 360,000; in the data active = activity change below about -80%; inconclusive = mostly about -51% to -80%; note: % is set by controls: 0 for no effect and ±100 for the full control effect
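Neuro2A cells in DMEM with 0.5% FBS, overnight at 37 deg C, given compound at single 50 µM final, then IGF (6 nM final) for 20 min at 37 deg C. Lysed; phospho-Akt Ser473 by HTRF after 24 h, 665/615 ratio.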
DRD3 agonist: qHTS of D3 Dopamine Receptor Agonist: qHTS | max activation, % | D(3) dopamine receptor (Homo sapiens), P35462 | D3R DiscoveRx beta-arrestin cells, luminescence, 90 min | hit rate 0.58% among 410,000; in the data active = max activation above about 30%; note: 0% is about no effect; mostly tested at two doses, the higher about 12 µM
Target sequence (P35462 whole entry, looked up): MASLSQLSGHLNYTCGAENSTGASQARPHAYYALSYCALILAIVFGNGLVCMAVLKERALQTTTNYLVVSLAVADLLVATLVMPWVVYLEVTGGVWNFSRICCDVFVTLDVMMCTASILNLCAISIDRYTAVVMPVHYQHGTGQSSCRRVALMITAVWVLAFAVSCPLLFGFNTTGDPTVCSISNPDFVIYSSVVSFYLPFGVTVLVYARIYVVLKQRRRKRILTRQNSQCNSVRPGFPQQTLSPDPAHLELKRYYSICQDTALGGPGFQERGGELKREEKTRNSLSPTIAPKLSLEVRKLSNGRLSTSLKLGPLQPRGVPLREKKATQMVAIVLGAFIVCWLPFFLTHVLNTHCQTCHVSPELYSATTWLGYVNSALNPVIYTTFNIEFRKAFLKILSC
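Agonist mode: compounds and dopamine controls were applied to plated cells for 90 min at 37 degrees C after an overnight attachment at 1500 cells/well. Luminescent read-out followed 30 - 60 minutes at room temperature with DiscoveRx detection reagent.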
CCT chaperon mod: High-Throughput Screening for Modulators of Cytosolic Chaperonin Activity; purified chaperonin ATPase assay, HTRF ADP detection, 30 min; activity change, % (concentration not given with the values), hits read low; hit rate 0.3% among 360,000; AID 651819, 2012; in the data active = activity change below about -30%; note: % is set by controls: 0 for no effect and ±100 for the full control effect
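ATPase activity: ADP formed was measured by HTRF Transcreener (665/615 nm ratio) after 30 min at 37 deg C with 10 uM ATP. Compounds screened at one 76 uM concentration against 40 or 20 nM TRiC in Tris pH 7.4/KCl/MgCl2/DTT buffer.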
D3 antag: qHTS of D3 Dopamine Receptor Antagonist: qHTS | D3R cells, DiscoveRx beta-arrestin luminescence, antagonist mode; active compounds read low | max response, negative = inhibition, % | D(3) dopamine receptor (Homo sapiens), P35462 | hit rate 2.5% among 360,000; in the data active = max response below about -50%; inconclusive = no clear call, values can overlap the other calls; note: % is set by controls: 0 for no effect and ±100 for the full control effect; mostly tested at two doses, the higher about 12 µM
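Cells plated overnight at 1500 cells/well, then exposed to library compounds with dopamine controls for 90 minutes at 37 degrees C. DiscoveRx reagent added for 30–60 minutes at room temperature; luminescence read, quantitative HTS format.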
PTHR1 agonist: qHTS for PTHR1 Agonists: Primary Screen | Potency, µM (top dose mostly 115 µM), for the others: at the top dose activation, actives largely listed as activators | Parathyroid hormone/parathyroid hormone-related peptide receptor (Homo sapiens), Q03431 | hit rate 0.075% among 410,000 | HEK293 GP2 PTHR1 cells, GloSensor cAMP luminescence, 1 h; note: potency is the fitted concentration of half-maximal effect; nearly all actives have a fitted effect of over 55% in size; some results filed as inactive show a strong effect at the top dose; inactives centre near -15; many of its hits are not listed in these tables
Target sequence (Q03431 whole entry, looked up): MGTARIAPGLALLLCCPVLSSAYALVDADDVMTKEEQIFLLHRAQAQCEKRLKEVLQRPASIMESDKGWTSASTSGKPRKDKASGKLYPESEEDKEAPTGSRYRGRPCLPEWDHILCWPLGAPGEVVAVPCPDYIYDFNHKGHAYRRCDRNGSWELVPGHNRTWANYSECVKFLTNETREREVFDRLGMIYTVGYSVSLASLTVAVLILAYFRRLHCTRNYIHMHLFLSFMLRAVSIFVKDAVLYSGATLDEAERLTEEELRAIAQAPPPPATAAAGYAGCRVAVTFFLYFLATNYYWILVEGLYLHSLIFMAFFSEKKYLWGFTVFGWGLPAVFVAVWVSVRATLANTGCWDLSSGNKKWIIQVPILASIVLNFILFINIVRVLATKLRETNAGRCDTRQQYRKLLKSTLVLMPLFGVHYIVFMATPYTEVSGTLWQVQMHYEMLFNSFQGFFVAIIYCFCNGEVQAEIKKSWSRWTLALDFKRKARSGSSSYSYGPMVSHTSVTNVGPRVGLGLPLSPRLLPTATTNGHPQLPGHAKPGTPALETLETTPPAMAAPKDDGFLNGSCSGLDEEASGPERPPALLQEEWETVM
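HEK-293-derived GP2 cells expressing PTHR1 and a GloSensor cAMP reporter, 3,000/well, plated overnight, given luciferin plus IBMX (each 0.5 mM as added) for 1 h at 37 °C, then compound for 1 h at 37 °C. Luminescence was read after 15 min at room temperature.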
EPAC2 agonist: qHTS for Agonist of cAMP-regulated guanine nucleotide exchange factor 4 (EPAC2): primary screen | Potency, µM (doses to about 154 µM), inactives show top-dose activation, most hits filed as activators | hit rate 0.079% among 360,000 | Rap guanine nucleotide exchange factor 4 (Homo sapiens), Q8WZA2 | EPAC2 activation, biochemical qHTS; response scale: 100% = 6.5 mM cAMP response; note: potency is the fitted concentration of half-maximal effect; nearly all actives have a fitted effect of over 50% in size
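In this primary screen, activation is scored as increased exchange of BODIPY-GDP from Rap1B by 100 nM EPAC2, with 50 uM GDP as competitor. Signal is normalized to the 6.5 mM cAMP agonist control.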
EPAC2 antagonist: qHTS for Antagonist of cAMP-regulated guanine nucleotide exchange factor 2 (EPAC2): primary screen | EPAC2 GEF exchange of Rap1B-BODIPY-GDP, fluorescence | Potency, µM (highest dose often 114 µM), for the others: at the highest dose activity, negative = inhibition, hits mostly inhibitors | hit rate 0.18% among 360,000 | AID 720708, 2013; note: potency is the fitted concentration of half-maximal effect; % is set by controls: 0 for no effect and ±100 for the full control effect; nearly all actives have a fitted effect of over 45% in size; many of its hits are not listed in these tables
An asterisk follows results filed as active; i = inactive; ? = inconclusive; . = no result given; & = joins results of further samples; [ ] = another dose, or the depositor's remark. Unless noted, calls come from the whole dose curve; as a rule, active = well fitted curve in the direction sought with a large enough effect; inconclusive = small, poorly fitted or top-dose-only effect, or another doubt; inactive = no such curve, though single readings can be large; an effect the other way counts as inactive or inconclusive.

Below each compound – MmCpn inh	pAkt inh	DRD3 agonist	CCT chaperon mod	D3 antag	PTHR1 agonist	EPAC2 agonist	EPAC2 antagonist
- COc1ccc(C2Nc3ccccc3C(=O)N2NS(=O)(=O)c2ccccc2)c(OC)c1 (configuration not stated)
    -1%	i	-23	-2.0	-12	-36%[inhibitor]	12%	-14%
- NC(N)=Nc1nc(CCN2C(=O)c3ccccc3C2=O)cs1
    1%	i	48*	0.2	22	i	3%	-6%
- CCOC(=O)c1c(C)noc1-c1ccc(Br)o1
    -3%	i	16	-0.1	4	i	4%	?
- CCn1cc([N+](=O)[O-])c(C(=O)Nc2ccc(Cn3nc(C)cc3C)cc2)n1
    0%	i	17	-4.6	15	i	9%	-2%
- C=CCNC(=O)COC(=O)c1cc(S(=O)(=O)N2CCOCC2)ccc1N1CCCCC1
    1%	i	1	-2.4	-12	i	8%	2%
- CC(C)Cc1nc(N2CCCCC2)c(C#N)c2c1CCC2
    2%	i	-1	-2.7	-14	i	5%	3%
- Cc1cc(C)c2oc(-c3ccc(C)c(NC(=S)NC(=O)/C=C/c4ccco4)c3)nc2c1
    -2%	i	-8	-8.9	0	i	4%	-6%
- Cc1nc2nc(SCC(=O)NCc3ccco3)nn2c(C)c1Cc1c(F)cccc1Cl
    0%	i	2	-1.1	12	i	-5%	2%
- C/C(N)=C(/C#N)C(=O)COC(=O)c1cc(C)n(-c2ccc(F)cc2)c1C
    -2%	i	-7&-10	-1.8&2.8	?	-11%	17%&4%	-8%&-22%
- Cc1cc(Nc2ccccc2)nc(-c2ccccc2O)n1
    0%	i	4	-0.5	11	-3%	11%	-1%
- O=C(Nn1cnnc1)C1Cc2ccccc2CN1S(=O)(=O)c1ccc(F)cc1 (configuration not stated)
    1%	i	-6	-4.3	10	i	7%	0%
- COC(=O)C1CN(S(=O)(=O)c2ccc(NC(C)=O)cc2)CCS1 (configuration not stated)
    1%	i	-9	0.1	1	5%	-3%	-4%
- O=C(COC(=O)C1=COCCO1)Nc1ccccc1
    -5%	i	-9	-4.7	?	i	12%	2%
- COC(=O)COc1cccc(NC(=O)C(c2ccccc2)c2ccccc2)c1
    -3%	i	1	-1.6	3	-8%	7%	-15%
- CCCCN1Cc2c(nc3cc(-c4ccco4)[nH]n3c2=O)C1=O
    -3%	i	14	0.4	0	i	0%	6%
- Cc1nc2ccc(F)cc2cc1C(=O)Nc1cccc(Cl)c1C
    2%	i	1	-2.4	6	i	-4%	6%
- COc1ccccc1C1CCN(c2ccc([N+](=O)[O-])cn2)CC1
    0%	i	-4	-0.9	-16	-19%	0%	-1%
- COC(CN(C)C(=O)c1ccc(CS(=O)(=O)c2ccccc2C)o1)OC
    0%	i	9	-0.7	3	i	2%	6%
- CCc1ccc(C(=O)NNC(=O)CN2C(=O)NC3(CCCC3)C2=O)cc1
    1%	i	1	1.0	-2	-5%	1%	14%
- COc1cc2[nH]c(=O)n(CCC(=O)NCCC(C)C)c(=O)c2cc1OC
    -3%	i	2	-1.8	5	i	-7%	7%
- Cc1ccc(NC(=O)N/C=C/c2ccco2)cc1
    1%	i	-2	-1.0	-13	-34%[inhibitor]	15%	-4%
- CC1SC(=NC(=O)C(C)N2C(=O)c3ccccc3C2=O)NC1=O (configuration not stated)
    1%	i	1	0.3	0	?	-5%	3%
- Cc1c(C(=O)O)cccc1-c1ccc(/C=C2/NC(=O)N(c3ccccc3)C2=O)o1
    0%	i	-3	0.8	-5	-14%	2%	-4%
- COC(=O)C(NNc1ccccc1)(NC(=O)c1ccc(F)cc1)C(F)(F)F (configuration not stated)
    0%	i	-5	-4.4	-16	?	10%	0%
- CCS(=O)(=O)N1CCN(CC2CC3C=CC2C3)CC1 (configuration not stated)
    -1%	i	-7	-2.6	-72*	-6%[57.5 µM]	5%	0%
- O=C(N/N=C/c1ccc2c(c1)OCO2)c1cc(-c2ccco2)nc2ccccc12
    -1%	i	-15	0.1	-4	-42%[inhibitor]	-2%	4%
- COC(=O)c1ccc(OCCCCN2CC(C)OC(C)C2)cc1 (configuration not stated)
    -1%	i	-15	-2.8	-75*	-5%	3%	5%
- O=C(Cn1cnc2c(OCc3ccccc3)ncnc21)NCC1CCCO1 (configuration not stated)
    -1%	i	9	0.8	23	i	8%	11%
- Cc1ccc(-c2noc(CCC(N)=O)n2)cc1
    -1%	i	0	-2.0	-3	i	6%	4%
- CCCN(C(=O)CSc1nnnn1-c1ccccc1OC)C1CCS(=O)(=O)C1 (configuration not stated)
    -2%	i	-5	-1.2	-12	-15%	3%	-4%
- COc1cc(C(=O)Nc2nnc(C(C)(C)C)s2)c([N+](=O)[O-])cc1OC
    -2%	i	-2	0.9	0	i	3%	10%
- Cc1nn(-c2ccccc2)nc1C(=O)NNC(=O)c1cccc2ccccc12
    1%	i	2	2.4	11	-39%[inhibitor]	5%	-6%
- CCCc1nn2c(=O)c(C(c3cccc(Cl)c3)c3c(O)nc4sc(CCC)nn4c3=O)c(O)nc2s1
    1%	i	-1	-0.5	49	-7%[57.5 µM]	-11%	2%
- Cc1cc(=O)n(C)c(=O)n1CCCCOc1cccc([N+](=O)[O-])c1
    2%	i	3	-0.3	3	i	9%	4%
- CSCC[C@H](NC(=O)N1CCn2c1nc1ccccc12)C(=O)NC1CCCCC1
    1%	i	-5	1.9	8	-24%	-6%	-5%
- Nc1nc(Nc2cccc(F)c2)nc(NCCO)c1[N+](=O)[O-]
    1%	i	-16	-1.2	-16	-55%[inhibitor]	5%	-6%
- COc1ccc(C)cc1S(=O)(=O)N1CCN(C(=O)c2ncoc2-c2cccc(F)c2)CC1
    0%	i	2	-4.7	-4	-63%[inhibitor]	9%	-3%
- COc1cc2oc(=O)cc(CN3CCCCC3)c2cc1Cl
    .	i	-5	-2.0	-16	-3%	2%	-3%
- NS(=O)(=O)c1ccc(NC(=O)c2ccc(-c3ccccc3)cc2)cc1
    -22%	i	-7	-6.1	0	6%	-2%	-15%
- O=C(C1CCCCC1)N1C[C@H](n2cc(-c3ccc(F)cc3)nn2)[C@@H](O)C[C@@H]1c1ccccc1
    .	i	2	0.2	7	-18%	5%	-5%
- Nc1ccc(C(=O)N/N=C\c2ccc(OC(=O)c3ccccc3Cl)cc2)cc1
    3%	i	1	-4.3	0	-5%	4%	2%
- Cc1cc(C)c2c(c1)cc(C)c1nnc(SCC(=O)Nc3ccc(S(=O)(=O)N4CCCCC4)cc3)n12
    -8%	i	3	-0.4	5	-12%	1%	-2%
- O=c1ccn(CCc2c[nH]c3ccccc23)c2c1CCCC2
    -4%	i	-5	-2.4	-4	-49%[inhibitor]	-1%	8%
- Cc1csc(Nc2nc(N)c(C(=O)Nc3cc(Cl)ccc3F)o2)n1
    -2%	i	-12	0.1	11	-11%	12%	0%
- O=C(Nc1ccccc1)c1cn(CCBr)cn1
    .	i	2	0.3	-1	-13%	7%	6%

Pulled one by one from above:
Below each compound – MmCpn inh	pAkt inh	DRD3 agonist	CCT chaperon mod	D3 antag	PTHR1 agonist	EPAC2 agonist	EPAC2 antagonist
- NS(=O)(=O)c1ccc(NC(=O)c2ccc(-c3ccccc3)cc2)cc1
    -22%	i	-7	-6.1	0	6%	-2%	-15%
- COc1cc2oc(=O)cc(CN3CCCCC3)c2cc1Cl
    .	i	-5	-2.0	-16	-3%	2%	-3%
- COc1cc(C(=O)Nc2nnc(C(C)(C)C)s2)c([N+](=O)[O-])cc1OC
    -2%	i	-2	0.9	0	i	3%	10%

Next part
Below each compound – MmCpn inh	pAkt inh	DRD3 agonist	CCT chaperon mod	D3 antag	PTHR1 agonist	EPAC2 agonist	EPAC2 antagonist
- COc1ccc(OC)c(/C=N\NC(=O)CC(=O)NCCc2ccccc2)c1
    -13%	i	8	0.7	12	-11%	4%	-1%
- N/C(=N\OCC(=O)Nc1ccc(F)c(Cl)c1)c1ccccc1
    0%	i	-8	-7.1	-1	i	2%	-11%
- COc1ccc(CN(CC(=O)NCC2CCCO2)C(=O)CNS(=O)(=O)c2ccc(C)cc2)cc1 (configuration not stated)
    1%	i	5	-0.4	0	-13%[57.5 µM]	8%	-2%
- O=C1CCNc2c(Cl)cc(Cl)cc21
    -4%	i	-6	-1.2	-9	-6%	1%	6%
- Cn1cccc1C1C=C(c2ccc(C(C)(C)C)cc2)Nc2ncnn21 (configuration not stated)
    .	i	-25	-2.9	-29	-47%[inhibitor]	13%	0%
- O=C(NC1CC(=O)N(c2ccc(Cl)cc2)C1)C1CC1 (configuration not stated)
    1%	i	5	1.8	10	i	2%	-2%
- N=C1SCC(=O)N1c1ccccc1Cl
    -2%	i	6	-1.6	-6	-9%	6%	1%
- COc1ccc(OC)c(C(=O)NC(CC(N)=O)c2ccc(NCc3ccc(F)c(F)c3)c([N+](=O)[O-])c2)c1 (configuration not stated)
    0%	i	6	-1.8	-24	-5%	19%	0%
- CCOc1ccc(N(CC(=O)N2CCN(c3ccc(F)cc3)CC2)S(=O)(=O)c2c(C)noc2C)cc1
    -1%	i	1	-1.4	10	i	2%	-5%

This is a subset; count on the stated rates, not on these rows.
